Source: PubChem
NOD2 inhibition: NOD2 signaling inhibitors, cell-based, luminescence, uHTS, HEK293 (AID 1566); one-dose inhibition, % at 4 µM; EC50 in µM for titrated hits; HEK293 NOD2/NF-kB luciferase reporter, luminescence; higher % means a stronger effect; 0.63% of 290,000 active; in the data active = inhibition above about 50%; also: many of its hits are not listed in these tables
M17LAP inhibition: P. falciparum M17LAP inhibitors, primary screen, biochemical, fluorogenic H-Leu-NHMec substrate, 1536-well (AID 1619); recombinant M17LAP, H-Leu-NHMec fluorogenic kinetic assay; higher % means a stronger effect; inhibition, % at 30 µM; hits with a dose series show IC50 in µM; 0.38% of 220,000 active;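 active = compound inhibiting the enzyme by more than half at any dose during confirmatory dose-response retesting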;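 also: plate controls were full reaction with DMSO carrier for no effect and no enzyme background for full effect; strong numbers were not always called active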
Autophagy mod: alters autophagy in cells | AID 463193 | 0.98% of 190,000 active | MEF GFP-LC3 puncta imaging; test concentration mostly 10 µM | calls only at 10 µM (by protocol);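 active = percentage of spot-positive cells more than 3 SD above its plate mean, without a fluorescence outlier flag or 80% toxicity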;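 also: spot-positive cell cutoff set from DMSO-treated cells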
Yfh1-off respiration: enhancers of respiration in Yfh1-depleted yeast, dose response, Friedreich's ataxia, plus single-dose screen (AID 1465); S. cerevisiae Yfh1-off respiration, WST-1 reduction, 72 h; higher fold induction means a stronger effect; 0.074% of 220,000 active; one-dose fold induction at 50 µM; EC50 in µM for titrated hits;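 active = fold induction of absorbance versus untreated yeast above a set limit, then at least 30% activation at any dose in follow-up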;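 also: activators that raise dye reduction in frataxin-depleted yeast; strong numbers were not always called active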
MT stabilizer: microtubule stabilizers in HeLa cells; AID 2205; 0.83% of 200,000 active; % tubulin-high responders, % at 10 µM; HeLa tubulin immunostaining HCS, 24 h; share of cells brighter than vehicle mean+2SD;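 active = plate Z-score above 3 for both tubulin-high and condensed-nucleus cell shares, with cell loss under 80%, at 10 µM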;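 also: anti alpha tubulin signal scored within the nucleus-defined area of each cell; some results filed as inactive read as strong as hits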
b-catenin transl: modulators of beta-catenin nuclear translocation | 0.3% of 190,000 active | HeLa beta-catenin nuclear translocation, immunofluorescence imaging | AID 1665 | nuclear translocation activity, % at 5 µM;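 active = nuclear translocation activity above 50% at 5 µM, with a well cell count of 50 or more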;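 also: per-cell ratio of nuclear to cytoplasmic median beta-catenin stain intensity; plate controls were DMSO negative control for no effect and GSK-3 inhibitor IX positive control for full effect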
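assay system = human HeLa cells, endogenous beta-catenin | times = compound treatment 24 h, 37°C, 5% CO2 | detection = Anti-beta-catenin immunofluorescence on PFA-fixed, Triton-permeabilized cells, DAPI nuclei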
Dynein transport: blocks dynein driven cargo transport along microtubules; 3617.4 mouse cells, GR-EGFP nuclear translocation imaging; test concentration mostly 20 µM; stimulated with dexamethasone, 1 µM; active compounds read low; z-score, hits read low; 0.47% of 220,000 active;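 active = plate z-score of nuclear minus cytoplasmic receptor signal below a set negative limit, without overly bright fluorescence or cell loss, cut at about -3.5 in these data, passing the limit was not always enough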;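 also: z-score of nuclear minus cytoplasmic ring GR-EGFP intensity difference per well; some compounds called inactive have numbers as strong as hits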
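Also added – dexamethasone, 1.0 µM final · Buffer or medium – tet-free, stripped-serum medium · Schedule – induction 48 h, compound 1 h, agonist 30 min · Detection – formaldehyde fixation, Hoechst nuclear stain, 10x automated fluorescence imaging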
NOD1 NF-kB reporter: NOD1 signaling inhibitors, primary screen, cell-based, luminescence, uHTS (AID 1578); 1% of 290,000 active; inhibition, % at 4 µM; hits with a dose series show EC50 in µM; NOD1-driven NF-kB luciferase reporter cells, luminescence; higher % means a stronger effect; in the data active = inhibition mostly above about 36%, no sharp cut-off; inactive = mostly below about 34%;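 also: HEK-293T reporter cells stimulated with the NOD1 agonist gamma-tri-DAP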
Insulin prom up: MIN6 insulin promoter up-regulation; z-score at 5 µM; MIN6 insulin promoter-GFP reporter, high-content imaging; active compounds read high; 0.3% of 190,000 active; AID 1625;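 active = z-score above 3 at 5 µM with at least 500 cells counted in the well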
Dynein transport cytoplasmic EGFP: second read-out of Dynein transport, no call of its own (marks repeat the call); z-score; measured here: cytoplasmic GR-EGFP intensity; active compounds read high
Dynein transport nuclear GR-EGFP: also measured in Dynein transport; calls as there; z-score; measured here: nuclear GR-EGFP intensity;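 lower value marks the stronger effect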
Dynein transport cell count: further read-out of Dynein transport, marked with its call; z-score; measured here: cell count per field
Insulin prom up cell count: further read-out of Insulin prom up, marked with its call; cell count; measured here: cytotoxicity, nuclei count;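 total cells summed across four imaged fields per well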
b-catenin transl cell count 5 µM: recorded beside b-catenin transl, whose call it bears; cell count; measured here: cell count, cytotoxicity flag
MT stabilizer Hoechst-high %: also measured in MT stabilizer; calls as there; % Hoechst-high responders; measured here: nuclear condensation Hoechst responders;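 share of cells brighter than vehicle mean plus two SD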
MT stabilizer cytotoxicity %: also measured in MT stabilizer; calls as there; toxicity, %; measured here: cytotoxicity by cell density;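 0% = mean cell density of plate MIN control wells and 100% = no cells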
Autophagy mod cell loss 18 h: further read-out of Autophagy mod, marked with its call; toxicity, %; measured here: cell loss, nuclei count;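 cell loss after 18 h compound exposure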
Active calls of the source: *; i = inactive; / = not tested or not shown. Not all compounds are listed. The share of hits here may be higher or lower than overall.

Each structure is followed by: NOD2 inhibition	M17LAP inhibition	Autophagy mod	Autophagy mod cell loss 18 h	Yfh1-off respiration	MT stabilizer	MT stabilizer Hoechst-high %	MT stabilizer cytotoxicity %	b-catenin transl	b-catenin transl cell count 5 µM	Dynein transport	Dynein transport cytoplasmic EGFP	Dynein transport nuclear GR-EGFP	Dynein transport cell count	NOD1 NF-kB reporter	Insulin prom up	Insulin prom up cell count
- CCOC(=O)c1c(NC(=O)c2cccc(N3C(=O)CCC3=O)c2)sc(C)c1C
→ 2.4%	-1.8%	i	12.0	i	2.4	1.1	1.0	-0.3	1442	1.63	-0.238	0.566	0.0315	-23.2%	-0.44	1470
- CN(CP(=O)(O)CCc1ccccc1)S(C)(=O)=O
→ 10.8%	2.8%	i	-1.5	i	1.6	2.3	8.1	-5.2	1032	-0.715	-0.225	-0.358	0.671	-2.9%	-0.1	1310
- Cc1cccc2cc(CN(Cc3cccnc3)C(=O)c3ccncc3)c(=O)[nH]c12
→ 1.5%	12.6%	i	3.7	i	7.8	1.5	4.6	1.3	1052	0.0441	-0.146	0.452	0.523	-23.8%	-0.57	1325
- COC(=O)c1cc(NC(=S)Nc2cc(Cl)cc(Cl)c2)cc(C(=O)OC)c1
→ -14.2%	-36.6%	i	-4.5	i	2.5	1.8	7.3	-3.8	546	-0.0546	0.0237	1.09	-1.75	-36.6%	0.03	1247
- COc1cc([N+](=O)[O-])ccc1NC(=O)Nc1ccc2c(c1)OCCO2
→ 31.7%	5.2%	i	-27.1	i	1.7	2.0	7.1	-3.1	1110	-0.506	0.0356	-0.265	0.534	0.3%	0.33	1718
- Cc1ccc(CNC(=O)c2ccccc2N)cc1
→ 0.7%	-0.2%	i	1.2	i	1.8	0.9	5.2	/	/	-0.0349	-0.156	-0.46	-0.51	1.8%	/	/
- O=S(=O)(c1ccc(-c2ccccc2)cc1)N1CCCC1
→ -13.1%	6.3%	i	-5.2	i	2.8	2.0	6.5	0.0	1477	-1.14	-0.316	-0.246	0.588	-10.1%	/	/
- Cc1ccc(Cl)c2c1=NC(=O)C=2c1[nH]c(=S)[nH]c1O
→ -10.7%	5.9%	i	-1.0	i	5.6	1.3	5.2	0.3	754	0.83	-0.185	0.0334	-0.0489	-36.6%	0.03	1620
- O=C(NC(=S)NNC(=O)c1cc2ccccc2cc1O)c1ccco1
→ -17.7%	1.2%	i	12.8	i	1.8	1.3	0.7	-2.6	1056	-0.61	-0.259	-0.168	1.31	-15.4%	-2.8	1215
- O=C1C=CC(=O)N1c1ccc(N2CCCCC2)cc1
→ 27.7%	0.0%	i	7.7	i	4.6	1.6	1.3	0.7	1442	-4.11*	2.18*	-1.81*	-2.21*	-27.3%	0.19	1353
- COc1cccc(Nc2nc(N)c([N+](=O)[O-])c(NCc3ccccc3)n2)c1
→ 13.7%	0.2%	/	/	i	/	/	/	0.9	1278	-0.129	-0.174	0.417	0.362	4.9%	-0.75	927
- O=C(c1cccs1)N(CC1CCCO1)c1nc(-c2ccccc2)cs1 (stereo not given)
→ 5.8%	13.8%	i	-9.1	i	1.4	2.3	6.5	-4.8	900	1.7	0.141	1.9	-2.53	-4.6%	-1.69	862
- O=C(COC(=O)C1CC2C=CC1C2)Nc1ccccc1F (stereo not given)
→ -25.2%	5.2%	i	-22.5	i	2.2	1.8	6.3	1.5	861	-1.56	-0.277	-0.596	0.759	2.7%	-0.08	1552
- O=C(O)/C=C/C(=O)Nc1ccc(-n2ccc(C(F)(F)F)n2)cc1
→ 14.4%	-1.8%	/	/	i	/	/	/	1.5	1252	-0.57	-0.185	-0.209	0.344	-5.0%	-0.83	1030
- Cc1ccccc1NC(=O)OCCN1CCN(Cc2ccccc2)CCC1=O
→ 0.2%	21.4%	i	2.0	i	2.5	3.4	9.1	/	/	-0.646	-0.235	0.0784	0.77	-9.6%	-0.65	1066
- CCCCOC(=O)Cc1c(O)c2ccccc2[nH]c1=O
→ 13.4%	10.8%	i	6.4	i	4.1	1.0	0.0	0.9	1178	-0.219	-0.122	0.24	0.132	3.0%	0.42	980
- CC1Cc2nc(SCC(=O)Nc3ccc(F)cc3)n(C)c(=O)c2S1 (stereo not given)
→ 3.5%	15.5%	i	9.8	/	4.3	3.2	6.7	-0.4	1343	-0.148	-0.1	0.11	-0.379	-17.0%	-0.29	1519
- Cc1cc(C)c(S(=O)(=O)Nc2ccccc2C(=O)OCC(=O)NCc2ccccc2)c(C)c1
→ 17.1%	-2.0%	i	7.8	i	8.9	1.7	8.7	-4.0	1071	0.291	-0.275	0.388	-1.18	-20.6%	-0.51	1715
- Cc1ccc(Cl)cc1NC(=O)C1CCCCC1C(=O)O (stereo not given)
→ 9.1%	10.3%	i	17.3	i	1.2	1.2	6.7	0.4	1451	-1.02	-0.144	-0.431	1.03	-7.9%	-0.84	1576
- O=C(O)CCCC(=O)NCCc1ccncc1
→ 3.4%	-4.9%	i	3.8	i	1.8	1.8	98.1	/	/	3.04	-0.107	2.08	-2.94	-18.1%	-0.22	1217
- O=C(c1nc2n(n1)C(c1ccc(Cl)cc1)C=C(c1ccccc1)N2)N1CCOCC1 (stereo not given)
→ -11.1%	-15.7%	i	3.9	/	2.9	1.9	5.3	0.2	1014	1.68	-0.0689	1.15	-1.79	-35.6%	-0.18	1238
- CC(=O)Nc1cccc(Cn2cccn2)c1
→ 6.6%	8.8%	i	-3.3	i	11.7	27.7	96.4	/	/	-0.631	-0.12	-0.00316	1.46	11.3%	-0.57	1388
- NC(=O)c1cc(-c2ccccc2)sc1NC(=O)CN1CCCCC1
→ 14.7%	-3.3%	i	10.1	i	3.9	2.0	6.5	0.1	1127	0.993	-0.24	0.47	-0.433	-21.8%	0.1	1395
- COc1ccc(CC(=O)N(Cc2cc3cc(OC)ccc3[nH]c2=O)C(C)C)cc1
→ 10.5%	-8.3%	i	25.0	i	4.2	1.4	4.6	-7.3	1159	-0.367	-0.259	-0.414	-1.14	-8.4%	-0.42	962
- Cc1cc(C)c2oc(C(=O)N(Cc3ccccc3)c3ccccn3)cc(=O)c2c1
→ 5.5%	-7.7%	/	/	i	/	/	/	0.0	1314	1.47	0.429	0.678	-0.49	-6.5%	-0.27	1448
- Cc1occc1C(=O)N/N=C/c1sc(N2CCOCC2)nc1-c1ccccc1
→ -9.2%	-1.8%	i	-1.4	i	2.3	2.6	5.5	5.2	603	-0.114	-0.318	-0.159	0.744	-13.5%	/	/
- O=C(N/N=C/c1c[nH]c2ccc(Br)cc12)c1ccncc1
→ 17.1%	12.1%	i	-8.7	i	2.0	3.8	12.2	3.8	1038	-0.941	-0.302	-0.531	0.95	10.7%	0.05	1460
- Cc1ccc(NC(=O)c2cc3c(s2)CCCC3)cc1
→ -88.6%	-0.8%	i	19.2	i	8.4	1.9	3.8	-2.0	1075	1.24	-0.272	1.04	0.189	-69.9%	0.28	1171
- O=C(NCc1ccc2c(c1)OCO2)c1ccc(N2C(=O)C3CCCCC3C2=O)cc1 (stereo not given)
→ 4.3%	13.2%	i	1.0	i	0.6	1.4	16.9	-2.6	1204	-0.594	-0.351	-0.304	0.599	-7.9%	-0.22	960
- O=C(NC(=S)Nc1ccc(Cc2ccncc2)cc1)c1ccccc1Cl
→ 7.0%	0.7%	i	5.6	i	4.9	2.8	9.1	-1.3	1111	-1.17	-0.248	-0.299	0.269	-16.3%	-0.2	1520
- Cc1cc(C)n2nc(SC(C)C(=O)Nc3ccc(Cl)cn3)nc2n1 (stereo not given)
→ 10.1%	33.6%	i	-16.2	i	1.9	2.1	7.9	0.1	1058	-0.283	-0.193	-0.081	0.162	-45.1%	0.11	1501
- Cc1ccccc1Cn1c(=N)n(CC(O)c2ccco2)c2ccccc21 (stereo not given)
→ 9.1%	0.2%	i	-13.2	i	2.1	1.8	0.7	0.0	1054	-0.563	-0.185	-0.224	0.698	-27.9%	-1.12	1661
- C/C(=N\NC(=O)c1cc(-c2ccccn2)nc2ccccc12)c1cccc([N+](=O)[O-])c1
→ -29.9%	1.0%	i	2.7	i	1.7	1.4	0.4	-2.6	1106	0.0162	-0.195	-0.0812	0.579	3.0%	/	/
- COc1ccc(NC(=S)NC(NC(=O)c2ccccc2Cl)C(Cl)(Cl)Cl)c([N+](=O)[O-])c1 (stereo not given)
→ -45.2%	12.2%	i	28.3	i	2.0	1.6	6.1	/	/	-0.293	-0.169	-0.322	-0.146	-20.2%	/	/
- N#C/C(=C\c1ccc(C(=O)O)cc1)c1ccccn1
→ 15.1%	-0.3%	i	19.6	i	3.2	3.8	5.5	-1.8	1066	-0.423	-0.205	-0.289	0.723	-44.8%	-0.12	1269
- Cc1cc(O)c(C(C[N+](=O)[O-])c2ccc(Cl)cc2Cl)c(=O)o1 (stereo not given)
→ 0.9%	11.1%	i	6.5	i	2.1	1.6	8.8	0.7	977	-2.44	0.833	-1.15	0.184	-11.9%	0.7	863

Complete entries from above. Order of screens: NOD2 inhibition, M17LAP inhibition, Autophagy mod, Autophagy mod cell loss 18 h, Yfh1-off respiration, MT stabilizer, MT stabilizer Hoechst-high %, MT stabilizer cytotoxicity %, b-catenin transl, b-catenin transl cell count 5 µM, Dynein transport, Dynein transport cytoplasmic EGFP, Dynein transport nuclear GR-EGFP, Dynein transport cell count, NOD1 NF-kB reporter, Insulin prom up, Insulin prom up cell count
Cc1ccccc1Cn1c(=N)n(CC(O)c2ccco2)c2ccccc21 (stereo not given) across the screens: 9.1%, 0.2%, i, -13.2, i, 2.1, 1.8, 0.7, 0.0, 1054, -0.563, -0.185, -0.224, 0.698, -27.9%, -1.12, 1661
COc1ccc(NC(=S)NC(NC(=O)c2ccccc2Cl)C(Cl)(Cl)Cl)c([N+](=O)[O-])c1 (stereo not given) across the screens: -45.2%, 12.2%, i, 28.3, i, 2.0, 1.6, 6.1, /, /, -0.293, -0.169, -0.322, -0.146, -20.2%, /, /
